Source: PubChem (several laboratories)
KKLEB tox: cytotoxicity in KKLEB CF airway cells, primary screen, cytotoxicity control for CF NF-kB inhibitor project, cell-based, uHTS, fluorescence assay plates. KKLEB CF airway cells viability, ATPlite luminescence, overnight; stronger effect = lower value; cells stimulated with P. aeruginosa culture filtrate. activity change (cytotoxicity), % at 5 µM. actives 0.36% (n = 360,000);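 active = corrected activity change at or below -50% at 5 µM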
CF NFkB block: inhibitors of PAF-induced NF-kB signaling, primary screen, cell-based, GFP fluorescence, uHTS. KKLEB NF-kB-GFP reporter, GFP fluorescence overnight. actives 0.86% (n = 360,000). inhibition, % at 5 µM;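 active = at least 50% inhibition at 5 µM, scaled per plate between neutral and stimulator controls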;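 also: PAF is a Pseudomonas aeruginosa culture filtrate used as stimulus; plate controls were PAF-stimulated DMSO wells for no effect and unstimulated DMSO wells for full effect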
NR5A2 inv ag: LRH-1 (NR5A2) inverse agonists, primary screen, cell-based, luminescence, HEK293T, StAR-luciferase reporter; actives 0.13% (n = 360,000); LRH-1 transfected, 24 h; inhibition, % at 3.6 µM;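 active = inhibition above the mean inhibition of all tested compounds plus 3 SD, cut at about 73% in these data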;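 also: 0% = DMSO wells and 100% = reporter-only cells lacking LRH-1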
Target sequence (O00482 whole entry, looked up): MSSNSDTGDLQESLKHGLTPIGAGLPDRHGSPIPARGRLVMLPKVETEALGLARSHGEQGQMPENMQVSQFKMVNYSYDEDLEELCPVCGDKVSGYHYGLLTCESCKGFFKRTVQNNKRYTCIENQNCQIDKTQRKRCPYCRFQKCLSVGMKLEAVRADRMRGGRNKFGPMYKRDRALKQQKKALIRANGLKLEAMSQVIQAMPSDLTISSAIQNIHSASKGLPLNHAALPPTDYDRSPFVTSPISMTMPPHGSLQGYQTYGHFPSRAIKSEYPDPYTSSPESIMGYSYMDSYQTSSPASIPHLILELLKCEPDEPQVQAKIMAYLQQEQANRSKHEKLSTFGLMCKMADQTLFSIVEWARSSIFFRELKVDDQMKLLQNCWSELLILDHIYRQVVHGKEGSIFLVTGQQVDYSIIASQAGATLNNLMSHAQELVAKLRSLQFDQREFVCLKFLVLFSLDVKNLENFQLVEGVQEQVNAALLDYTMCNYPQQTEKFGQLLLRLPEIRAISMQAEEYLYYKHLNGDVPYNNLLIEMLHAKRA
LMP1 NFkB inh: EBV LMP1-driven NF-kappaB luciferase reporter inhibitors, primary screen, cell-based, luminescence, single point; inhibition, % at 12.5 µM; LMP1-induced NF-kappaB luciferase reporter cells; AID 504558, 2011; actives 0.69% (n = 350,000); in the data active = inhibition above about 41%;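 also: 0% = neutral control wells and 100% = reference inhibitor control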
NR2F2 inh: NR2F2 transcriptional activity inhibitors, primary screen, cell-based, luciferase reporter, HEK293T, luminescence. HEK293T NGFI-A luciferase reporter. inhibition, % at 8.6 µM. actives 0.7% (n = 370,000). AID 686940, 2013;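 active = inhibition above a per-plate cutoff, mean inhibition of test wells between control levels plus 3 SD, cut at about 38% in these data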;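 also: cells cotransfected with COUP-TFII expression vector driving the NGFI-A reporter; 0% = median of COUP-TF2 test wells and 100% = reporter-only cells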
Target sequence (P24468 whole entry, looked up): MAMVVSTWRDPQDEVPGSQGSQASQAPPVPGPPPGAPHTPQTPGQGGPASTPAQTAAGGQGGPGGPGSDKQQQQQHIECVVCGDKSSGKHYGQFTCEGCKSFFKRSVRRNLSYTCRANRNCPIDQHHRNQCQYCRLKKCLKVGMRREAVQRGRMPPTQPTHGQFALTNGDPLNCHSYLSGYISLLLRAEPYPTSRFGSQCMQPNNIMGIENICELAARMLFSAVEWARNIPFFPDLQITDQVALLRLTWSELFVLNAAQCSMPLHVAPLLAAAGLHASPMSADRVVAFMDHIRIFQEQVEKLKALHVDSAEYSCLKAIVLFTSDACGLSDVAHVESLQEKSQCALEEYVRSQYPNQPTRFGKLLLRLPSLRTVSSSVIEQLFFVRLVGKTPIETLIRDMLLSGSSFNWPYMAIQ
NCOA3 inh: SRC3 coactivator transcriptional activity inhibitors, primary screen, cell-based, luminescence | Nuclear receptor coactivator 3 (Homo sapiens), Q9Y6Q9 | HEK293 GAL4-SRC3 luciferase reporter | inhibition, % at 3.6 µM | actives 0.17% (n = 360,000) | AID 588352, 2011;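 active = inhibition above a per-campaign cutoff, the mean of all compounds plus 3 SD, cut at about 60% in these data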;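 also: 0% = DMSO-treated cells and 100% = gossypol-treated cells at 36 µM; higher means less SRC3-driven luciferase light from the GAL4 reporter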
TROY signal inh: inhibitors of TROY-driven NF-kB signaling, primary screen, Q293 LMP1-TROYcd cells, NF-kB luciferase, uHTS. inhibition, % at 10 µM. AID 1347056, 2019. actives 0.98% (n = 360,000). Q293 LMP1-TROYcd NF-kB luciferase reporter, 4 h;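 active = compounds whose plate-normalised and pattern-corrected inhibition of the luciferase reporter signal at the single screening dose is 50% or more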
NCOA1 inh: SRC1 coactivator transcriptional activity inhibitors, primary screen, cell-based, luminescence; AID 588354, 2011; HEK293 GAL4-SRC1 luciferase reporter; inhibition, % at 3.6 µM; actives 0.12% (n = 360,000);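 active = inhibition above the campaign mean plus 3 SD, with each screening campaign given its own cutoff, cut at about 60% in these data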;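 also: 0% = DMSO treated cells and 100% = gossypol at 36 µM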
TRAIL sens C8: viability loss with TRAIL in NB7+C8 cells, primary screen, TRAIL sensitizer project, cell-based, ATPlite luminescence; inhibition (viability loss, TRAIL sensitization), % at 10 µM; actives 1% (n = 360,000); AID 624354, 2012;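 active = compounds causing at least 50% loss of cell viability in the single-dose screen, relative to plate controls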
TWEAK-Fn14 inh: inhibitors of TWEAK-Fn14 signaling, primary screen, luciferase reporter cells, uHTS; actives 2% (n = 360,000); AID 1159606, 2016; TWEAK-stimulated Fn14 reporter cells, luciferase luminescence, 8 h; inhibition, % at 10 µM; in the data active = inhibition above about 50%
SRC2 inh: inhibition of GAL4-SRC2 driven luciferase reporter, primary screen, SRC2 inhibitor project, cell-based, luminescence; HEK293 GAL4-SRC2 luciferase reporter; inhibition, % at 9 µM; actives 0.17% (n = 370,000); AID 651957, 2012;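 active = inhibition above the mean inhibition of all tested compounds plus 3 SD, set per campaign, cut at about 52% in these data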;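 also: 0% = DMSO treated cells and 100% = cells given Gossypol at 36 µM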
* = called active by the depositor; . = no result given. Not a hit list; overall some 4.2% were active at least once.

SMILES	KKLEB tox	CF NFkB block	NR5A2 inv ag	LMP1 NFkB inh	NR2F2 inh	NCOA3 inh	TROY signal inh	NCOA1 inh	TRAIL sens C8	TWEAK-Fn14 inh	SRC2 inh
COc1cccc(C2c3[nH]c4ccccc4c3CCN2Cc2ncc[nH]2)c1 (stereo unspecified)	-9	-5	-7	-4	3	8	-8	-3	-7	-22	-6
Nc1nc2sc3c(c2cc1C(=O)NCC(=O)O)CCCC3	7	0	-15	10	-24	3	-26	-4	52*	28	-11
COc1ccc(CN2CC(C(=O)NCCCN3CCN(Cc4ccccc4)CC3)CC2=O)cc1 (stereo unspecified)	11	4	-14	3	.	23	-7	0	2	12	.
COc1cc(CN2CCN(Cc3cccc(OC)c3OC)CC2)cc(OC)c1	3	-8	13	7	-9	-2	6	-9	2	3	-4
CC(C)(C)C(=O)OCCNc1nc(-c2ccccc2)nc2ccccc12	9	-11	21	-21	4	-1	1	6	-6	14	-7
CN(CC(=O)Nc1ccc(N2CCOCC2)cc1)C(=O)c1ccc(O)c(Cl)c1	-4	5	10	-4	20	0	-1	9	-4	3	20
O=C(NC1CCCC1)C(c1ccccn1)N(C(=O)c1csnn1)c1ccccc1Br (stereo unspecified)	-12	28	-11	-3	2	-5	-12	-5	-8	-5	-12
COc1ccc(-c2nn(-c3ccccc3)cc2C(=O)Nc2nccs2)cc1	1	-19	29	4	10	-20	3	5	21	49	-7
O=C(NCCc1ccccn1)c1nc(Cn2ccc([N+](=O)[O-])n2)no1	-4	10	5	4	-3	4	9	18	-7	-4	-5
CCOC(=O)c1nc2nc(-c3cccs3)cc(C(F)(F)F)n2n1	-1	-17	-2	-48	-7	2	9	-1	-5	-28	-24
CC(=O)OCc1nc2ccccc2s1	9	2	-54	-5	-32	-102	20	-82	-7	-13	-45
COc1ccc(NS(=O)(=O)c2cccc(C(=O)NNC(=O)CN3C(=O)NC(C)(C)C3=O)c2)cc1	15	-5	-10	-8	3	-1	-9	-9	-35	9	-12
COCCNC(=S)N=Nc1c(O)[nH]c2ccc([N+](=O)[O-])cc12	-9	1	-6	-4	9	12	-8	-9	27	-17	5
COc1ccc(Cl)cc1NC(=O)COC(=O)c1ccc(Br)o1	6	-2	-10	1	4	12	-13	11	3	2	15
S=C(NC1CC1)N1CCN(c2ccc(Cl)cc2)CC1	16	0	-8	-3	1	14	-20	7	-3	-4	-7
O=C(COn1nnc2ccc(S(=O)(=O)N3CCOCC3)cc21)NCc1cccc(Cl)c1	10	-7	-8	-18	-5	7	2	0	-5	25	-9
COc1cccc(-c2c(C(=O)N/N=C/c3ccncc3)nnn2-c2nonc2N)c1	-8	-7	10	-7	16	33	-21	6	-11	6	19
O=C(O)c1cnc(N2CCOCC2)nc1	3	-13	5	4	1	21	-1	-14	-11	11	-2
Cc1cc(S(=O)(=O)NCC(c2ccc3c(c2)OCO3)N2CCOCC2)ccc1F (stereo unspecified)	1	10	8	-1	-3	4	10	-9	5	-1	17
CC12CCC(C(=O)Nc3cccc(NC(=O)C45CCC(C)(C(=O)O4)C5(C)C)n3)(OC1=O)C2(C)C	-2	13	10	-5	-1	11	-15	-24	3	19	8

Part of the list above in another layout.
mol | KKLEB tox | CF NFkB block | NR5A2 inv ag | LMP1 NFkB inh | NR2F2 inh | NCOA3 inh | TROY signal inh | NCOA1 inh | TRAIL sens C8 | TWEAK-Fn14 inh | SRC2 inh
COc1cccc(-c2c(C(=O)N/N=C/c3ccncc3)nnn2-c2nonc2N)c1 | -8 | -7 | 10 | -7 | 16 | 33 | -21 | 6 | -11 | 6 | 19
O=C(O)c1cnc(N2CCOCC2)nc1 | 3 | -13 | 5 | 4 | 1 | 21 | -1 | -14 | -11 | 11 | -2
Cc1cc(S(=O)(=O)NCC(c2ccc3c(c2)OCO3)N2CCOCC2)ccc1F (stereo unspecified) | 1 | 10 | 8 | -1 | -3 | 4 | 10 | -9 | 5 | -1 | 17
CC12CCC(C(=O)Nc3cccc(NC(=O)C45CCC(C)(C(=O)O4)C5(C)C)n3)(OC1=O)C2(C)C | -2 | 13 | 10 | -5 | -1 | 11 | -15 | -24 | 3 | 19 | 8

The results go on:
SMILES	KKLEB tox	CF NFkB block	NR5A2 inv ag	LMP1 NFkB inh	NR2F2 inh	NCOA3 inh	TROY signal inh	NCOA1 inh	TRAIL sens C8	TWEAK-Fn14 inh	SRC2 inh
O=c1c(C=NCc2cccnc2)c(C(F)(F)F)[nH]n1-c1nc2ccccc2s1	-1	3	-90	15	17	-21	48	-51	45	77*	4
O=C(CN(C(=O)CCC(=O)Nc1nccs1)c1ccccc1F)NCC1CCCO1 (stereo unspecified)	12	-20	8	-13	11	4	-8	-28	-13	-13	-3
Cc1nn(-c2ccccc2)c(NC(=O)c2ccccc2)c1Br	6	-3	1	-7	-8	-7	7	-1	-6	-20	-22
O=[N+]([O-])c1ccc(C2=NN(CCO)C(=Nc3ccc(OC(F)(F)F)cc3)SC2)cc1	-14	9	-17	-16	6	11	47	5	-5	-27	7
O=C1CCC(=O)N1CCc1c[nH]c2ccccc12	-4	4	4	-4	-3	-20	0	-4	-11	5	-21
CC(CC(=O)N(CCC1=CCCCC1)c1c(N)n(Cc2ccccc2)c(=O)[nH]c1=O)c1ccccc1 (stereo unspecified)	5	-12	-12	4	14	-7	20	5	31	22	-11
Cc1ccc(NS(=O)(=O)c2c(C)[nH]c(C)c2C(=O)N2CCCCC2)cc1F	11	-3	10	-1	6	-5	-6	-8	18	2	-5
CC(=O)c1cccc(N2C(=NC(=O)C3CCCCC3)SC3CS(=O)(=O)CC32)c1 (stereo unspecified)	-11	10	-14	1	14	1	-2	2	-21	-15	10
CC1(C)CN(c2ccccc2)N(C(=O)c2ccc(C#N)cc2)C1=O	10	-6	15	-16	14	13	19	21	2	-5	11
O=[N+]([O-])c1ccc(O)c(C=NN2CCCCC2)c1	-11	31	4	0	-6	4	-15	-16	-19	-20	1
O=C(CCCc1nc(-c2ccc(Cl)cc2)no1)N1CCOCC1	-10	-22	-10	3	23	2	10	-17	-4	-3	-3
COCc1nc2sc(C)c(C)c2c(=O)[nH]1	3	-3	-4	-7	-4	-6	1	-9	3	1	-22
C=CCn1c(SCC(=O)Nc2ccc(C(=O)O)cc2)nnc1-c1cccnc1	15	-15	4	-6	-28	10	4	-7	-1	2	-12
COC(=O)c1ccc(Cn2ccc(=O)[nH]c2=O)cc1	7	10	17	1	4	0	-3	5	-11	0	-22
Cc1cc(/C=N/n2cnnc2)c(O)c([N+](=O)[O-])c1	-4	10	2	5	1	19	13	0	9	-7	-23
CN(C)CCCNC(=S)/N=c1\sccn1Cc1ccccc1Cl	-2	1	-2	-2	5	-12	-12	4	6	9	-41
CC(=O)N(CCCN(C)C)Cc1ccccn1	-1	-2	-1	-1	6	14	-6	1	5	-3	-1
COc1cccc(-c2nn(-c3ccc(C)cc3)cc2C(=O)NCC2CCCO2)c1 (stereo unspecified)	12	-21	-1	-1	-5	-5	0	-8	16	-15	-16
O=C1N[C@H](Cc2c[nH]c3ccccc23)COC(=O)[C@H](Cc2ccc(F)cc2)C/C=C\C[C@H]1CC(=O)N(CCO)Cc1ccccc1	-15	-11	-9	-8	8	6	19	-7	8	22	0
CC(NC(=O)c1cc(-c2cccnc2)nc2ccc(Br)cc12)C1CCCO1 (stereo unspecified)	19	-54	11	0	36	-5	4	-2	-10	-15	-15
COCC(=O)Nc1nnc(Cc2ccc(OC)cc2)s1	3	-2	12	-7	6	4	-13	2	3	9	14
O=C(NCc1ccco1)c1cccc(NC(=O)c2ccccc2)c1	5	-1	63	6	1	57	-9	30	32	31	-10
COc1cc2ncc(S(=O)(=O)c3ccccc3)c(N3CCCC(C)C3)c2cc1OC (stereo unspecified)	-27	50	21	4	-2	7	7	4	-3	-5	-4
Cn1c(CCc2ccccc2)nnc1SCC(N)=O	-16	7	1	9	-2	3	-7	21	-12	4	-1
CCN(CC)C(=O)N1c2ccccc2CC(N(CC)CC)c2ccccc21 (stereo unspecified)	-8	12	-2	7	-1	7	5	7	7	1	7
Cc1ccc(S(=O)(=O)N(C)C)cc1NC(=O)COC(=O)CNC(=O)c1cccs1	28	-17	-8	2	-20	-15	-8	8	-6	-8	-7
COc1ccc(NC(=O)CSc2ncc(-c3ccc(F)cc3)n2Cc2ccco2)cc1	17	-15	2	5	13	14	10	9	2	14	5
CCOC(=O)/C=C/C(=O)Nc1ccc(S(=O)(=O)N2CCc3ccccc32)cc1	-7	29	11	-59	4	-21	19	-13	2	26	-17
CCc1ccc(NC(=O)Cn2c(=O)n(CCCC(=O)NCc3ccco3)c(=O)c3ccccc32)cc1	-23	-14	-2	4	21	3	14	-15	21	-7	0
CCN(CC)CCNC(=O)c1ccccn1	3	6	0	2	9	-20	11	9	-18	-6	4
C[C@@H]1CN([C@H](C)CO)C(=O)CCCn2cc(nn2)CO[C@H]1CN(C)C(=O)c1ccncc1	-4	-26	3	.	-4	15	-3	11	-12	11	21
COc1ccc(OC)c(CN2CCN(Cc3cc(OC)c(OC)c(OC)c3)CC2)c1	6	-10	14	2	13	-8	7	12	1	22	1
COCCC(=O)N1CCC(Oc2ccc(C(=O)N(C)C3CCCCC3)cc2)CC1	-1	11	-13	-9	2	-10	-31	-2	-9	-11	12
CCN(c1ccccc1)S(=O)(=O)c1ccc(C(=O)N2CCN(c3ccccc3)CC2)cc1	-14	20	-15	12	6	1	2	-13	13	-8	-10
COc1ccc(S(=O)(=O)N2CCOC2CNC(=O)C(=O)NCc2ccc(F)cc2)cc1 (stereo unspecified)	-4	-1	10	5	19	-34	-18	-5	9	7	19
COc1ccc(C2CC(c3ccc4ccccc4c3)=NN2C(=O)CSc2ncccn2)cc1 (stereo unspecified)	16	-9	-31	0	1	-2	18	-25	-6	19	-12
Cc1noc(NS(=O)(=O)c2ccc(NC(=O)CC(C)C)cc2)c1C	-8	21	0	6	-2	-6	5	4	17	3	-30
CNC(=S)N/N=C(\C)c1ccc(N2CCOCC2)cc1	-2	-4	-29	5	-6	-10	-40	-17	17	-2	-22
CC1(C)CC(=O)C=C(/C=C/c2ccccc2)C1	8	-8	6	-1	-5	-22	-50	9	-7	-22	-29
Cc1csc(NC(=O)c2cc3c(s2)CCCC3)n1	-29	-5	-118	8	-14	-86	35	-81	78*	71*	3
Cc1nc(C(=O)NNC(=O)Nc2ccccc2)cs1	-8	3	-19	9	4	-16	-24	-12	-2	16	-19
CCc1ccccc1NC(=O)c1cc(S(=O)(=O)N2CCc3ccccc32)cn1C	8	-21	9	3	22	8	3	8	-4	9	21
CCOC(=O)N(C)c1c(CC)nc2c(OCc3ccc(C(F)(F)F)cc3)cccn12	10	-5	-9	.	21	2	12	2	30	14	-6
COc1cc2c(cc1OC)C(C(=O)N1CCN(c3ccccc3)CC1)C(c1cccs1)N(C)C2=O (stereo unspecified)	11	-2	-6	13	-9	0	-8	-9	-7	7	-11
